Screening data: PubChem BioAssay, several laboratories
Kir21 inh = Kir2.1 (mouse) channel inhibition | P35561 | HEK293-Kir2.1, FluxOR thallium flux fluorescence; active compounds read low | B-score at 10 µM | actives 0.85% (n = 310,000) | AID 1672;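 active means fluorescence ratio B-score at or below minus 3 SD of library scores, with starting-brightness B-score within 2 SD, cut at about -4.2 in these data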;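 further: channel flux triggered by added potassium and thallium sulfate stimulus; B-score of peak minus minimum fluorescence over baseline after thallium stimulus; more negative B-score means stronger Kir2.1 block with less thallium influx; some compounds called inactive have numbers as strong as hits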
Target sequence (P35561 whole entry, looked up): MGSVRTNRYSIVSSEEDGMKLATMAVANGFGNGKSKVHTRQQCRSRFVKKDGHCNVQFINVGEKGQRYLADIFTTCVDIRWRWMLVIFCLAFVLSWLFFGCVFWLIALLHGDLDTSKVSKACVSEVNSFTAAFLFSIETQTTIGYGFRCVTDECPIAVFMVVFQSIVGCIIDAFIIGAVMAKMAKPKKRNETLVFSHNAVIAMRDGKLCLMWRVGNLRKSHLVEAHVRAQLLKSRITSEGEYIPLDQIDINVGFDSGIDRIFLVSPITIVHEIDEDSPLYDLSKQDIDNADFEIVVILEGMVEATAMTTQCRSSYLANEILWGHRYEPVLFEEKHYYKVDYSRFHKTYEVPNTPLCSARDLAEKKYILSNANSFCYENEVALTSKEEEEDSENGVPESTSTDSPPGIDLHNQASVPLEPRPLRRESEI
STK33 kinase inh = blocks human STK33 kinase activity; Q9BYT3; purified STK33, MBP phosphorylation, ADP-Glo luminescence; actives 0.073% (n = 320,000); AID 2661; inhibition, % at 10 µM;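 active means inhibition at or above 25%, using the most active replicate where run in duplicate; inactive means inhibition below 25%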
Target sequence (Q9BYT3 whole entry, looked up): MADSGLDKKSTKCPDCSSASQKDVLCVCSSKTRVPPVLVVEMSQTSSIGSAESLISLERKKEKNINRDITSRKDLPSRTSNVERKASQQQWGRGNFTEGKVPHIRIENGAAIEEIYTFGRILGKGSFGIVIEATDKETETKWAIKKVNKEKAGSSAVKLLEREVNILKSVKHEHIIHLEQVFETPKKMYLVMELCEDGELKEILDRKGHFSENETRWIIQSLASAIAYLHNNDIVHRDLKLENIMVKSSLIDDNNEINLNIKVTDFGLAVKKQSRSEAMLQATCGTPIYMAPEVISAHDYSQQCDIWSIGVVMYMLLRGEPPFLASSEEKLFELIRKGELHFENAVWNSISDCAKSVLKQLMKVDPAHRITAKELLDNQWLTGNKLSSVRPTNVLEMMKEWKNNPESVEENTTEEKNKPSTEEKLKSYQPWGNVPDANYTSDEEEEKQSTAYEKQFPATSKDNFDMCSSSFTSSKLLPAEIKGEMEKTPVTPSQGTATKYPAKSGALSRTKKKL
* = called active by the depositor; . = no result given.

SMILES	Kir21 inh	STK33 kinase inh
COc1ccc(C(=O)NC(=S)NNC(=O)c2ccccc2C)cc1	-0.52	-0.6
Cc1nc2nc(CSc3nnc(C)s3)cc(=O)n2[nH]1	-1.7	-0.8
COc1ccc(-n2c(SCC(=O)N3CCN(c4ccccc4)CC3)nc3c(c2=O)SCC3)cc1	-1.4	-1.4
CC(C)Oc1ccc2c(c1)OC(c1ccccc1)(C(F)(F)F)NC2=O (stereo not given)	-0.42	.
O=C(COc1cccnc1[N+](=O)[O-])Nc1cc(Cl)ccc1Cl	.	-0.4
N#CC1=C(N)C(C#N)(C#N)C(c2cccnc2)C2CCCC=C12 (stereo not given)	-0.57	1.2
O=C1C=CC(=O)N1c1ccc(Sc2ccc([N+](=O)[O-])cc2)cc1	0.35	-1.8
CC1CCN(c2oc(-c3ccccc3Cl)nc2C#N)CC1	2.5	-0.6
CC(=O)c1c(C)nc(-c2ccc(Cl)cc2)nc1N	-0.98	0.4
O=C(O)CCCC(=O)Nc1ccc(Cl)c(Cl)c1	.	0.5
COc1ccc(CCNC(=O)CCc2ccc(S(=O)(=O)NCC(C)C)cc2)cc1	1.3	.
Cc1ccccc1NC(=O)NCCN1C(=O)C2C3C=CC(C3)C2C1=O (stereo not given)	-0.97	-0.7
O=C(CN1CCC(NC(=O)Cc2ccccc2)CC1)Nc1cccc2ccccc12	-0.01	-2.1
CCC(=O)c1ccc(OCC(=O)Nc2nc(C)cs2)cc1	.	-0.5
CCC(C)(C(=O)NC1CCCC1)N(C(=O)c1cnccn1)c1ccccc1 (stereo not given)	0.34	-1.5

Entries of single compounds as entered above. Values in the order: Kir21 inh | STK33 kinase inh
`COc1ccc(CCNC(=O)CCc2ccc(S(=O)(=O)NCC(C)C)cc2)cc1` across the screens: 1.3 | .
`O=C(COc1cccnc1[N+](=O)[O-])Nc1cc(Cl)ccc1Cl` across the screens: . | -0.4
`O=C(CN1CCC(NC(=O)Cc2ccccc2)CC1)Nc1cccc2ccccc12` across the screens: -0.01 | -2.1
`O=C(O)CCCC(=O)Nc1ccc(Cl)c(Cl)c1` across the screens: . | 0.5
`Cc1nc2nc(CSc3nnc(C)s3)cc(=O)n2[nH]1` across the screens: -1.7 | -0.8

(more compounds)
SMILES	Kir21 inh	STK33 kinase inh
Cc1cc(NC(=O)c2cnn3c(C(F)(F)F)cc(-c4ccc(Br)cc4)nc23)no1	2	-0.7
Cc1cc2c3c([nH]c2cc1S(=O)(=O)N1CCC2(CC1)OCCO2)CC(C)(C)CC3=O	-0.89	-1.6
Cc1cc(C)cc(Nc2ccc([N+](=O)[O-])nc2[N+](=O)[O-])c1	-0.64	0.4
COc1ccc(NS(=O)(=O)c2ccc(C)c(C(=O)NNC(=O)c3csc(N4CCOCC4)n3)c2)cc1	-1.4	0.2
Cc1cc(C)n(-c2nnc(NC34CC5CC(CC(C5)C3)C4)nn2)n1	0.8	0.2
CC1CCCN(CC(=O)Nc2cc(S(=O)(=O)N3CCOCC3)ccc2N2CCCC2)C1 (stereo not given)	.	-0.7
CCOc1ccc(C(=O)NC(=S)Nc2cccc(NC(=O)c3ccco3)c2)cc1[N+](=O)[O-]	0	-1.2
CCn1c(SCC(=O)Nc2ccccc2N2CCOCC2)nnc1-c1ccccc1O	-1.5	-1.5
CCOc1ccccc1C(C(=O)NC1CCCC1)N(Cc1ccco1)C(=O)CNC(=O)c1ccco1 (stereo not given)	-1.4	1.0
COC(=O)CSc1ccc2nnc(CCNS(=O)(=O)c3ccc(C)cc3)n2n1	0.06	-0.1
CCN1C(=O)CS/C1=N\S(=O)(=O)c1ccc(Cl)cc1	0.03	-0.8
C=CCN(CC=C)CCOc1cc(C)ccc1[N+](=O)[O-]	0.51	1.2
CCOC(=O)c1c(S(=O)(=O)NCC(=O)Nc2ccccc2F)c(C)n(C)c1C	-1.1	3.6
O=C(COc1ccc(C(=S)N2CCCC2)cc1)Nc1ccccc1C(F)(F)F	0.32	-0.3
CN(C)S(=O)(=O)c1cccc(NC(=S)NCCc2ccccn2)c1	-0.51	-1.8
COc1cc2c3c(c1)/C(=C1/SC(=S)NC1=O)C(=O)N3C(C)(C)C=C2C	0.13	0.9
Cc1nc2c(ccc3nc(NC(=O)c4ccc5c(c4)OCCO5)sc32)s1	1.4	3.2
COc1ccc(Cn2c(=O)[nH]c3cc(OC)c(OC)cc3c2=O)cc1	0.11	-1.2
CCOc1ncccc1C(=O)Nc1ccc2c(c1)OCO2	0.26	0.6
Cc1cccc(NC(=O)Cn2c(=O)n3nc(CCn4nc(C)cc4C)nc3c3ccccc32)c1	0.61	-3.6
N#Cc1cccn1-c1nccs1	0.33	-1.6
CCOC(=O)N1CCC(NC(=O)CCC(=O)c2ccccc2)CC1	1.2	-0.6
CC(C)NC(=O)CCCn1c(=S)[nH]c2cc3c(cc2c1=O)OCO3	-0.68	4.4
O=C(CSc1nnc(Cn2c(=O)sc3ccccc32)n1-c1ccccc1)N1CCCC1	.	-1.4
Cc1snc(SCc2ccc(F)cc2)c1C#N	-3.4	-0.2
CCCCc1ccc(S(=O)(=O)N2CCN(C(=O)c3ccco3)CC2)cc1	-0.63	-1.4
CCOP(=O)(OCC)C(Nc1ccc(F)cc1)c1ccccc1 (stereo not given)	-3.1	-1.9
COc1ccc(N2CCN(C(=O)COCc3cc(-c4ccc5c(c4)OCO5)on3)CC2)cc1	-0.25	-0.2
COc1c2ccoc2nc2c(OC)c(OC[C@@H](O)C(C)(C)O)ccc12	.	0.7
Cc1nc2cc(C(=O)OCC(=O)NC3CCS(=O)(=O)C3)ccc2n1-c1ccccc1 (stereo not given)	3.2	-0.8
Cc1cccc(C)c1NC(=O)CN(C)CC(=O)Nc1ccc(F)c(Cl)c1	0.09	-0.3
CCOC(=O)/C=c1\s/c(=C(\C#N)C(N)=O)n(-c2ccccc2)c1=O	1.4	-0.6
C[C@@H]1CN([C@@H](C)CO)C(=O)c2cccc(NS(=O)(=O)c3cccs3)c2O[C@H]1CN(C)Cc1ccc(C(F)(F)F)cc1	.	-0.2
Cc1[nH]cnc1C(=O)N/N=C/c1ccc([N+](=O)[O-])s1	0.03	4.4
COc1cc(-c2nc3c[n+](CC(=O)c4ccccc4)ccc3n2C)cc(OC)c1OC	-0.6	-0.4
COc1ccc(/C(C)=N/OC/C(O)=C(\C#N)c2nc3ccccc3[nH]2)c(OC)c1	-0.55	-1.1
Cc1ccc(CN(C)C(=O)c2cc(COc3ccc(F)cc3Cl)on2)o1	-0.94	0.4
Cc1onc(-c2c(F)cccc2Cl)c1C(=O)N(C)CCc1ccccn1	-0.34	-0.2
COc1ccc2cc(/C(C)=N/NC(=S)Nc3cc(S(=O)(=O)N4CCOCC4)ccc3N3CCOCC3)ccc2c1	-1.3	-0.2
O=P(c1ccccc1)(c1ccccc1)C(O)c1ccco1 (stereo not given)	-1.3	-1.5
O=C(Nc1ccc2[nH]ncc2c1)c1ccccc1Br	0.58	2.1
Cc1ccccc1NC1=NC(=S)N(c2ccccc2)C12CCOC(C)(C)C2 (stereo not given)	-1.2	-0.7
CS(=O)(=O)c1ccc(-c2nn[nH]n2)cc1	-0.31	-0.3
O=C(NC12CC3CC(CC(C3)C1)C2)OCCNC1CCCCC1	-0.78	-0.2
CN1CCN(C(=O)c2cn(-c3ccccc3)nc2-c2cccs2)CC1	0.83	0.3

Some of these compounds in order of number of heavy atoms, rising:
SMILES	Kir21 inh	STK33 kinase inh
Cc1[nH]cnc1C(=O)N/N=C/c1ccc([N+](=O)[O-])s1	0.03	4.4
Cc1cccc(C)c1NC(=O)CN(C)CC(=O)Nc1ccc(F)c(Cl)c1	0.09	-0.3
COc1ccc2cc(/C(C)=N/NC(=S)Nc3cc(S(=O)(=O)N4CCOCC4)ccc3N3CCOCC3)ccc2c1	-1.3	-0.2

Another view of part of the listing above.
Each structure is followed by: Kir21 inh | STK33 kinase inh
> CCOc1ncccc1C(=O)Nc1ccc2c(c1)OCO2
→ 0.26 | 0.6
> Cc1cccc(NC(=O)Cn2c(=O)n3nc(CCn4nc(C)cc4C)nc3c3ccccc32)c1
→ 0.61 | -3.6

(further entries)
SMILES	Kir21 inh	STK33 kinase inh
CC1CN(C(=O)c2ccc(COc3ccccc3Br)o2)CC(C)O1 (stereo not given)	1.5	-2.5
Cc1ccc(OCc2n[nH]c(=S)n2C2CCCCC2)cc1	0.03	-0.7
CCc1ccc(NC(=O)CSc2nnc(COc3ccc4c(c3)CCCC4)o2)cc1	-0.72	-1.1
CNc1ccccc1-n1ccc(-c2ccccc2)n1	0	-1.7
O=C(CSc1n[nH]c(-c2ccco2)n1)Nc1ccccc1Cl	-0.43	-0.4
COc1cc(/C=C(/C#N)C(=O)c2c(C)[nH]c3ccccc23)ccc1OCC#N	-0.21	-0.2
CCc1nn2c(=O)cc(COc3cccc(NC(=O)c4ccco4)c3)nc2s1	0.75	-1.2
C=C1CCC(O)C2(C)CCC3C(C)C(=O)OC3C12O (stereo not given)	1.2	-0.7
CC(=O)Nc1ccc(Nc2cc(C)nc3ccccc23)cc1	0.53	1.9
COC(=O)C(C)Sc1nc2c(cnn2-c2ccc(F)cc2)c(=O)[nH]1 (stereo not given)	1.5	-0.2
O=C(Nc1ccc(Cl)c(Cl)c1)c1ccccc1NC(=O)C1CC=CCC1C(=O)O (stereo not given)	0	-1.0
CCCCNC(=O)Nc1nnc(SCC(=O)OCC)s1	-0.66	-2.3
CCOc1ccc(Br)cc1S(=O)(=O)NCc1ccncc1	-1.1	-1.1
COC(=O)c1cc(C(=O)N2CCN(c3cccc(C)c3C)CC2)cc([N+](=O)[O-])c1	-1.4	1.2
Cc1ccc(S(=O)(=O)N(C)CC(=O)N2CCCCCC2)cc1	-0.19	-0.9
CCCS(=O)(=O)N1CCCC(C(=O)NCc2ccco2)C1 (stereo not given)	-2.5	-1.1
Cc1ccc(CSCc2nnc(SCC(=O)N3CCN(c4ccccc4)CC3)n2C)cc1	-0.29	-0.6
COc1ccc(C2CC(=O)c3cnc(NC(=O)c4cccc(OC)c4)nc3C2)cc1 (stereo not given)	0.43	-0.9
O=C(OCC#CCSc1nnc(-c2cccc3ccccc23)o1)c1ccc2ccccc2c1	.	0.1
Cc1nn(CCC(=O)NNC(=S)Nc2ccc([N+](=O)[O-])cc2)c(C)c1[N+](=O)[O-]	1	-0.1
Cc1ccc(C)c(-c2nn(-c3cc(N4CCN(CCO)CC4)ccc3[N+](=O)[O-])c(=O)c3ccccc23)c1	-0.21	-2.9
O=C(CCCOc1ccc(Cl)cc1Cl)Nc1nnc(C2CC2)s1	0.05	-1.4
CCOC(=O)N1CCN(C(=O)c2nn(-c3ccc(C)cc3)c(=O)c3c2c2ccccc2n3C)CC1	-1.5	-0.2
Cc1ccc(Nc2nc(N/N=C/c3c[nH]c4ccccc34)nc(N3CCOCC3)n2)cc1	-0.36	0.7
Cn1c(C(=O)NC2CC2)cc(=O)n(C)c1=O	-0.83	-0.5
Cc1ccc(-c2noc(CSc3nnc(-c4ccncc4)n3-c3ccc(F)cc3)n2)cc1	-0.09	-0.6
Cc1ccc(N(CC(=O)NC2CCCCC2)S(=O)(=O)c2cccs2)cc1	1	-3.0
CCN(CC(=O)Nc1ccc(NC(C)=O)cc1)C(=O)c1ccc2ccccc2c1	-0.58	-1.2
Fc1ccc(/C=N/Nc2ncnc3nc[nH]c23)cc1F	-1.1	7.6
Oc1cccnc1Sc1cccc(C(F)(F)F)c1	1.2	-0.1
O=C(NCc1cccs1)C1CCCN(S(=O)(=O)c2cccc3cccnc23)C1 (stereo not given)	-0.43	-1.2
COC(=O)c1sc(NC(=O)COc2ccccc2C)nc1C	0.06	0.2
O=C(Oc1cccc(O)c1)C1CCCCC1	-0.51	0.3
O=C(Cc1ccccc1[N+](=O)[O-])NCCSCc1c(F)cccc1Cl	1.2	-0.7
O=[N+]([O-])c1cc(C(F)(F)F)ccc1NCCCCNS(=O)(=O)c1ccc(Cl)cc1	-0.22	-0.7
COc1ccc(N2CCN(C(=O)c3ccccc3NC(=O)C3=C(C)OCCS3)CC2)cc1	-0.59	0.6
C#CCOCCOCCOCCNc1nc(N2CCN(C(=O)CCCCCCCCCCNC(=O)Cn3cc(CCCCCN)nn3)CC2)nc(N2CCN(C(=O)CCCCCCCCCCNC(=O)[C@@H](CCC(=O)O)n3cc(CCCCCN)nn3)CC2)n1	.	1.9
CC(=O)Nc1ccccc1C(=O)C(=O)Nc1cccc(F)c1	0.63	0.2
Cc1cc(C)c(NC(=O)c2oc3ccccc3c2COc2ccccc2)c(C)c1	-0.25	-0.8
CN(C(=O)C1CCCN1S(=O)(=O)c1ccc(Cl)cc1)c1ccccc1 (stereo not given)	.	-1.3
CCc1ccc(NC(=O)c2ccnc(C(C)(C)C)c2)cc1	1.1	-0.7
Cc1ccc(/C=C/S(=O)(=O)NCC(=O)OCC(=O)Nc2ccc(C(N)=O)cc2)cc1	0.02	-0.4
Cc1ccc(CSc2nnc(-c3cccc(S(=O)(=O)N4CCOCC4)c3)n2CC(C)C)cc1	-0.01	-0.9
COc1ccc(CCNc2ccc(C(CC(N)=O)NC(=O)Cc3cccc4ccccc34)cc2[N+](=O)[O-])cc1 (stereo not given)	0.05	5.2
COc1cccc(CN2CCNC(=O)C2CC(=O)NCC2CCOCC2)c1 (stereo not given)	-0.5	.
O=C(CCc1ccc(S(=O)(=O)N2CCOCC2)cc1)Nc1nccs1	-1.5	-1.2
O=C1NC(c2ccccc2)=C(c2ccccc2)C1=O	.	-0.7
COc1ccccc1S(=O)(=O)Nc1ccc2nc(C)sc2c1	.	0.0
CC1=CC2=NC(=O)/C(=C\c3cccn3CCOc3ccccc3C)C(=N)N2O1	1.8	.
CN(C)c1oc(COc2ccccc2F)nc1C#N	0.43	-2.4
S=C(Nc1cccc(Cl)c1)N1CCN(c2ccccn2)CC1	-0.65	-1.6
O=C(c1ccco1)N1CCN(C(=O)C2CC(c3ccccc3F)=NO2)CC1 (stereo not given)	0.46	-1.3
CN(C)CCCN(C(=O)c1ccc(S(=O)(=O)N2CCCC2)cc1)c1nc2c(F)cc(F)cc2s1	-1.5	-0.6
CCOC(=O)Cn1nc(C)n(-c2c(C)cccc2C)c1=O	0.47	1.1
